# PTHR1 agonist: agonists of human PTHR1 parathyroid hormone receptor; Q03431; 410,000 compounds, 0.075% hits; Potency, µM (highest dose often 115 µM), for inactives: top-dose activation, usual class: activators; AID 743266; HEK293 GP2 PTHR1 cells, GloSensor cAMP luminescence, 1 h; also: potency is read from the fitted curve at half-maximal effect; nearly all actives have a fitted effect of over 55% in size; some results filed as inactive show a strong effect at the top dose; inactives centre near -15; many of its hits are not listed in these tables
# Target sequence (Q03431 whole entry, looked up): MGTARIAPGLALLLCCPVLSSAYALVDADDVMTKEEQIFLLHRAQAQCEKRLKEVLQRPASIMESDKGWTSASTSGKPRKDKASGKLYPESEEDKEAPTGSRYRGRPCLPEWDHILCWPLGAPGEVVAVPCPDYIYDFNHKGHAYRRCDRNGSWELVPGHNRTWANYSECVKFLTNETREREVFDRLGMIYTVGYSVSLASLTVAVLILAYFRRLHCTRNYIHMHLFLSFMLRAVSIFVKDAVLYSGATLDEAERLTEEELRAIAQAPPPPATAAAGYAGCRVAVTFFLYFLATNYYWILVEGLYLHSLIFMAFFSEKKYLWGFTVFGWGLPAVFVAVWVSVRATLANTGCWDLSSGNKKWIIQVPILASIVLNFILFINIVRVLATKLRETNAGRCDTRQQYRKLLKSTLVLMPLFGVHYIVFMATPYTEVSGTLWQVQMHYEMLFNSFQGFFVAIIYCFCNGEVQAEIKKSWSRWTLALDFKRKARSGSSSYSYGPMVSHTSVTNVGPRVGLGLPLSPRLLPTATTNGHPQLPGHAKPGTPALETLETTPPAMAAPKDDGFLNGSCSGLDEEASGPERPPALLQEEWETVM
#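 HEK-293-derived GP2 cells expressing PTHR1 and a GloSensor cAMP reporter, 3,000/well, plated overnight, given luciferin plus IBMX (each 0.5 mM as added) for 1 h at 37 °C, then compound for 1 h at 37 °C. Luminescence was read after 15 min at room temperature.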
# EPAC2 antagonist: blocks human EPAC2 exchange factor. Q8WZA2. EPAC2 GEF exchange of Rap1B-BODIPY-GDP, fluorescence. Potency, µM (doses to about 114 µM), for inactives: at the top dose activity, negative = inhibition, most hits filed as inhibitors. 360,000 compounds, 0.18% hits. AID 720708; also: potency is read from the fitted curve at half-maximal effect; % is scaled to controls: 0 for no effect and ±100 for the full control effect; nearly all actives have a fitted effect of over 45% in size; many of its hits are not listed in these tables
# CCT modulator: changes cytosolic chaperonin activity. activity change, % (concentration not given with the values), hits read low. 360,000 compounds, 0.3% hits. purified chaperonin ATPase assay, HTRF ADP detection, 30 min; in the data active = activity change below about -30%; also: % is scaled to controls: 0 for no effect and ±100 for the full control effect
#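 TRiC at 40 or 20 nM final (batch-dependent) in 30 mM Tris pH 7.4, 100 mM KCl, 5 mM MgCl2, 1 mM DTT, with compound at single 76 uM and 10 uM ATP, 30 min at 37 deg C. ADP detected by HTRF Transcreener, 665/615 ratio.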
# DRD3 antagonist: antagonists of human D3 dopamine receptor; P35462; D3R cells, DiscoveRx beta-arrestin luminescence, antagonist mode; active compounds read low; max response, negative = inhibition, %; 360,000 compounds, 2.5% hits; in the data active = max response below about -50%; inconclusive = no clear call, values can overlap the other calls; also: % is scaled to controls: 0 for no effect and ±100 for the full control effect; mostly tested at two doses, the higher about 12 µM
# Target sequence (P35462 whole entry, looked up): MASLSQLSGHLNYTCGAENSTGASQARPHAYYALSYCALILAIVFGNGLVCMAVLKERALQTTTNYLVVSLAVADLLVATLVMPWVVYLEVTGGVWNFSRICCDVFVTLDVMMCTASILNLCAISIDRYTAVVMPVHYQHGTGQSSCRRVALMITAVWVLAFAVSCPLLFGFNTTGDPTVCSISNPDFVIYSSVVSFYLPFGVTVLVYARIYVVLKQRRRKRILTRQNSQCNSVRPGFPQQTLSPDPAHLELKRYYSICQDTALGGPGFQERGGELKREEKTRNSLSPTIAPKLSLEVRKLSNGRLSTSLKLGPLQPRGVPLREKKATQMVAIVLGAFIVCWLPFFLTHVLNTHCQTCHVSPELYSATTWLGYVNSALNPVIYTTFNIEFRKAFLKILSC
#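 Cells expressing the human receptor were seeded at 1500 cells/well, incubated overnight at 37 degrees C in 5% CO2, then exposed to library compounds with dopamine controls for 90 minutes at 37 degrees C before luminescent detection.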
# MmCpn inh: inhibitors of Methanococcus maripaludis chaperonin (MmCpn) | purified Mm-Cpn ATPase, ADP Transcreener TR-FRET | Potency, µM (doses to about 76.9 µM), for the others: at the top dose activity, negative = inhibition, usual class: inhibitors | 330,000 compounds, 0.031% hits; also: potency is read from the fitted curve at half-maximal effect; % is scaled to controls: 0 for no effect and ±100 for the full control effect; nearly all actives have a fitted effect of over 80% in size
#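 Eu-cryptate anti-ADP/ADP-d2 competition gives a ratio inversely related to ADP. Enzyme at 25 nM was pre-exposed to compound for 10 min, then given 10 uM ATP for 30 min, 37°C throughout.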
# EPAC2 agonist: agonists of human EPAC2 (RAPGEF4); EPAC2 activation, biochemical qHTS; response scale: 100% = 6.5 mM cAMP response; Potency, µM (series often up to 154 µM), for inactives: top-dose activation, most hits filed as activators; 360,000 compounds, 0.079% hits; also: potency is read from the fitted curve at half-maximal effect; nearly all actives have a fitted effect of over 50% in size
#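 Compounds were added across a concentration range to EPAC2 (100 nM), RAP1B-BODIPY-GDP (250 nM) and GDP (50 uM). After 5 min at room temperature, fluorescence was recorded at 5-min intervals for 30 min.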
# DRD3 agonist: agonists of human D3 dopamine receptor; max activation, %; P35462; D3R DiscoveRx beta-arrestin cells, luminescence, 90 min; 410,000 compounds, 0.58% hits; in the data active = max activation above about 30%; also: 0% is about no effect; mostly tested at two doses, the higher about 12 µM
#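 Agonist mode: compounds and dopamine controls were applied to plated cells for 90 min at 37 degrees C after an overnight attachment at 1500 cells/well. Luminescent read-out followed 30 - 60 minutes at room temperature with DiscoveRx detection reagent.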
# Akt phos inh: blocks phosphorylation of Akt. activity change, % for hits at 50 µM. AID 651550. 360,000 compounds, 0.32% hits. Neuro2A IGF-stimulated pAkt S473 HTRF, 20 min; active compounds read low; in the data active = activity change below about -80%; inconclusive = mostly about -51% to -80%; also: % is scaled to controls: 0 for no effect and ±100 for the full control effect
#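 Neuro2A cells (4,500/well, DMEM with 0.5% FBS) were treated with compound at a single 50 µM final concentration, stimulated with 6 nM IGF for 20 min at 37 °C, and lysed. Phospho-Akt Ser473 was read by HTRF as 665/615 ratio ×10^4.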
# Starred values were filed as active, the others as inactive; i = inactive; ? = inconclusive; . = no result given; & = joins results of further samples; [ ] = dose if it differs, or a comment. Unless noted, calls follow the shape of the dose curve; as a rule, active = well fitted curve in the direction sought with a large enough effect; inconclusive = small, poorly fitted or top-dose-only effect, or another doubt; inactive = no such curve, though single readings can be large; an effect the other way counts as inactive or inconclusive. Only part of the results is shown; the hit share may differ from the screen's.
SMILES,PTHR1 agonist,EPAC2 antagonist,CCT modulator,DRD3 antagonist,MmCpn inh,EPAC2 agonist,DRD3 agonist,Akt phos inh
COc1cc(NC(=S)N2CCC(C(N)=O)CC2)cc(OC)c1,i,-9.8%,-2.7,0.0,0.3%,3.8%,0.7,i
CN(C)c1nc2c(c(=O)n(C)c(=O)n2C)n1CC(=O)c1cccs1,-19.3%,0.5%,0.1,-14.5,.,14.4%,-10.0,i
C[C@H]1CN([C@@H](C)CO)S(=O)(=O)c2ccc(Br)cc2O[C@H]1CN(C)C(=O)CN(C)C,0.7%,-0.5%,1.3,-8.9,.,4.0%,-6.6,i
O=C(O)c1c[nH]c2ccc(S(=O)(=O)N3CCN(c4ccc(F)cc4)CC3)cc2c1=O,i,-17.0%,-1.2,-6.3,-0.7%,-2.9%,-12.5,i
COc1nnc(-c2ccc(N3CCCCC3)c(NC(=O)C3CCCCC3)c2)c2ccccc12,18.0%,-9.8%,0.3,14.5,2.3%,9.7%,6.7,i
Cc1cccn2c(=O)nc(SCC(=O)Nc3cccc4ccccc34)nc12,i,0.4%,-2.9,28.6,0.9%,2.8%,5.3,i
O=C(c1nc2ccc(Cl)cn2c1CN1CCC(O)CC1)N1CCc2ccccc2C1,i,-3.3%,-2.7,-15.1,-0.8%,6.5%,-5.5,i
Cc1c(NC(=O)COC(=O)/C=C/c2ccccc2Br)c(=O)n(-c2ccccc2)n1C,-5.6%,5.0%,-1.6,-3.3,1.7%,8.5%,0.3,i
CCN1C(C#N)=C(C#N)N=C(C)CC1(C)C,-0.5%,2.7%,0.0,-16.7,-2.6%,-4.4%,2.1,i
C[C@H](c1ccccc1)N1C[C@@H](COCc2ccccc2)Oc2cc(N3CC[C@H](N(C)C)C3)ccc2S1(=O)=O,i,-18.7%,1.1,-12.0,.,17.8%,-5.3,i
CC1(C)C2CCC1(CS(=O)(=O)NCc1ccc(Cl)cc1Cl)C(=O)C2 (stereo not drawn),-22.8%,-20.8%,-1.4,-16.7,-0.5%,17.7%,-5.8,i
O=C(c1cccs1)N1CCC(c2nc(-c3ccc(S(=O)(=O)N4CCOCC4)cc3)no2)CC1,i,-0.2%,-1.7,19.3,0.7%,4.7%,4.6,.
O=C(CCc1nnc2n(Cc3ccc(F)cc3)c(=O)c3ccccc3n12)NCCCN1CCOCC1,-15.4%,1.8%,-2.2,-13.1,1.9%,-3.9%,-1.7,i
CCCN(CC(=O)Nc1ccc(Cl)cc1Cl)C(=O)/C=C/c1cc(OC)ccc1OC,i,-3.1%,-2.0,10.6,-0.9%,4.3%,-2.1,i
O=C(O)c1sccc1Oc1ccc(F)cc1[N+](=O)[O-],-19.1%,-6.5%,1.5,-13.4,-0.2%,4.4%,-5.0,i
CC(=O)C1=C(O)C(=O)N(c2ccc(Br)cn2)C1c1ccc(Br)cc1 (stereo not drawn),-37.5%[inhibitor],-25.2%,2.0,0.0,-17.0%,6.5%,-13.9,i
NC(=O)COC(=O)[C@H](Cc1ccccc1)NS(=O)(=O)c1ccc2c(c1)OCCO2,-5.4%,5.9%,-3.0,-5.8,-1.9%,13.7%,-9.6,i
Cc1cc(O)ccc1NC(=O)c1ccccc1,i,2.2%,-0.4,1.0,2.9%,12.0%,-27.5,i
CN(c1ccccc1)S(=O)(=O)c1ccc(C(=O)NCc2ccccc2F)cc1,-30.3%[inhibitor],-11.2%,-1.7,5.9,1.8%,12.8%,-3.3,i
O=C(Nc1cccc(S(=O)(=O)NC2=NCCC2)c1)c1ccc(F)cc1,i,6.6%,0.5,-11.2,-1.2%,1.6%,-2.9,i
COc1ccc(-c2nc(N)n(C(=O)c3ccc(C)cc3)n2)cc1,i,2.1%,-11.7,20.3,-0.9%,-7.4%,-0.9,i
CCOC(=O)c1cc2nc(-c3ccccc3)cc(C)n2n1,7.7%,9.1%,-1.5,6.7,-0.4%,11.1%,-7.4,i
CCOc1ccc(NC(=O)CCN2CCN(S(=O)(=O)c3ccc(Cl)cc3)CC2)cc1,i,-6.2%,-7.7,-14.4,1.6%,-1.4%,-7.6,i
Cc1ccc(S(=O)(=O)N2CCN(C(=O)COC(=O)c3c(C)noc3C)CC2)c(C)c1,-13.4%,15.8%,0.2,-15.1,0.0%,12.0%,-7.1,i
CC(=O)N1N=C(c2ccc(Br)cc2)OC12CCCC2,-3.9%,2.9%,0.6,17.4,-0.3%,0.1%,-7.3,i

# Reformatted: entries from further up
Structure	PTHR1 agonist	EPAC2 antagonist	CCT modulator	DRD3 antagonist	MmCpn inh	EPAC2 agonist	DRD3 agonist	Akt phos inh
Cc1cccn2c(=O)nc(SCC(=O)Nc3cccc4ccccc34)nc12	i	0.4%	-2.9	28.6	0.9%	2.8%	5.3	i
O=C(c1nc2ccc(Cl)cn2c1CN1CCC(O)CC1)N1CCc2ccccc2C1	i	-3.3%	-2.7	-15.1	-0.8%	6.5%	-5.5	i
Cc1c(NC(=O)COC(=O)/C=C/c2ccccc2Br)c(=O)n(-c2ccccc2)n1C	-5.6%	5.0%	-1.6	-3.3	1.7%	8.5%	0.3	i
CCN1C(C#N)=C(C#N)N=C(C)CC1(C)C	-0.5%	2.7%	0.0	-16.7	-2.6%	-4.4%	2.1	i

# Other records:
SMILES,PTHR1 agonist,EPAC2 antagonist,CCT modulator,DRD3 antagonist,MmCpn inh,EPAC2 agonist,DRD3 agonist,Akt phos inh
COc1ccc(OC)c(S(=O)(=O)Nc2cccc(F)c2)c1,-20.4%[57.5 µM],1.4%,-0.5,-8.7,1.1%,4.4%,0.2,i
Cc1cc(C)c(NS(=O)(=O)c2ccc(NC(=O)c3cccs3)cc2)c(C)c1,-39.6%[inhibitor],3.1%,-2.3,4.4,0.9%,-6.1%,2.6,i
O=C(NC1CCCC1)C(c1ccncc1)N(Cc1ccccc1F)C(=O)c1csnn1 (stereo not drawn),i,-0.1%,0.9,10.7,1.2%,9.0%,4.5,i
O=C(NCCCn1ccnc1)c1ccc(-c2cccc(Cl)c2Cl)o1,i,10.3%,-2.5,?,-1.4%,2.8%,-31.0,i
O=C(NCC1CCCN1S(=O)(=O)c1cccs1)c1ccc([N+](=O)[O-])cc1 (stereo not drawn),-20.1%,1.7%,-0.7,-2.0,1.2%,-2.8%,-6.1,i
O=C(Nc1ccccc1-c1ccccc1)c1cnccn1,i,-7.6%,1.0,26.1,-5.0%,-1.5%,1.5,i
CC(=O)Nc1c([N+](=O)[O-])cc2[nH]c(=O)[nH]c2c1[N+](=O)[O-],-24.6%,0.2%,1.4,?,-0.5%,11.4%,-5.1,i
CC(C#N)Sc1ncnc2sc(-c3ccccc3)cc12 (stereo not drawn),-9.1%,0.8%,-3.0,0.5,-2.0%,11.8%,-7.1,i
N#CC(C#N)=C1c2cc(S(=O)(=O)NCCO)ccc2-c2ccc(S(=O)(=O)NCCO)cc21,i,-12.1%,0.1,-4.1,-1.8%,-3.4%,-12.8,i
CCOC(=O)CCP(=O)(O)C(O)c1ccccc1 (stereo not drawn),8.8%,2.8%,0.6,?,2.5%,-6.9%,0.1,i
Cc1nnc2ccc(-c3cccc(NS(C)(=O)=O)c3)nn12,i,?,0.3,4.7,0.4%,-1.9%,0.7,i
CC(=O)Nc1ccc(NC(=O)CSc2nnc3ccc(-c4ccc(F)cc4)nn23)cc1,i,5.4%,2.2,9.8,-1.4%,-0.3%,-0.7,i
O=C(NCCOc1nc(N2CCOCC2)nc(N2CCOCC2)n1)Nc1ccc(Cl)cc1,i,-5.0%,0.5,10.7,-1.0%,-4.5%,-6.5,i
CCCCc1cc(=O)oc2cc(OCC(=O)NC(Cc3c[nH]c4ccc(O)cc34)C(=O)O)ccc12 (stereo not drawn),-16.9%,-24.6%,-0.6,14.7,-1.6%,2.7%,14.4,i
Cc1cccn2c(=O)c3cc(C#N)c(=NC(=O)c4ccco4)n(Cc4ccco4)c3nc12,i,13.1%,-2.8,5.5,-2.5%,-5.2%,1.3,i
COc1ccc(Cl)cc1NC(=O)CSc1nc(NS(=O)(=O)c2ccccc2)cc(=O)[nH]1,i,0.1%,1.3,-0.8,-1.0%,-2.1%,-3.1,i
COc1ccc(S(=O)(=O)NCc2csc(C)n2)cc1OC,i,4.2%,-1.3,3.2,1.9%,5.7%,1.9,i
Cc1ccc(CNC(=O)CCc2c(C)nn(-c3ccc(N4CCOCC4)nn3)c2C)cc1,-14.6%,17.1%,1.9,7.7,-1.3%,4.4%,-4.4&-17.9,.
COc1ccc(NC(=O)C2CCC2)cc1S(=O)(=O)Nc1cc(C)ccc1Br,-29.5%,-17.2%,0.1,1.9,?,-6.4%,3.5,i
CCC(CC)C(=O)NCc1ccccc1Cl,i,0.2%,-1.2,-0.7,-1.1%,2.1%,1.0,i
CCc1ccc(NC(=O)C(CC)Sc2nc3ccsc3c(=O)n2CCC(=O)O)cc1 (stereo not drawn),i,-5.6%,-0.1,-20.2,0.6%,-7.3%,8.5,i
Cc1cccc(NC(=O)C2CC(=O)OC23CCCC3)c1 (stereo not drawn),-9.4%,14.3%,3.4,5.2,-0.2%,-2.3%,-0.6,i
O=C1[C@H]2[C@H](C=CC[C@H]2C(=O)N2CCN(c3ccccc3)CC2)CCN1Cc1ccccc1,-32.2%[inhibitor],-6.3%,-1.6,-4.2,.,-1.0%,-5.2,i
CCc1ccccc1NC(=O)c1ccc(-n2c(C)ccc2C)cc1,-5.2%[57.5 µM],8.4%,0.0,-19.4,-3.8%,19.5%,1.5,i
COc1ccc(NC(=S)NCCC(c2ccccc2)c2ccccc2)c(OC)c1,i,-3.3%,-7.5,-4.6,1.3%,14.7%,2.2,i
Cc1ccccc1CC1(CO)CCCN(C(=O)c2ccoc2)C1 (stereo not drawn),i,8.9%,2.4,22.0,.,4.1%,-5.8,i
O=C(COC(=O)/C=C/c1ccc(S(=O)(=O)N2CCCCCC2)cc1)NCc1ccccc1Cl,3.2%,-5.7%,-1.8,-10.8,-0.4%,11.0%,-7.6,i
CN1CCc2c(sc(NC(=O)c3ccc(C(=O)c4ccccc4)cc3)c2C(N)=O)C1,i,17.9%,2.6,?,-16.1%,5.5%,2.5,i
Cc1nn2c(C(F)(F)F)cc(-c3ccc(Cl)cc3)nc2c1C(=O)N1CCOCC1,i,-11.4%,9.1,0.2,-1.4%,-9.5%,6.0,i
Cc1ccc(NC(=O)C2C(=O)N(C)c3ccccc32)cc1 (stereo not drawn),i,-9.6%,-0.8,-10.7,-10.4%,-12.6%,4.2,i
